CAL PDZ FP-1: CAL PDZ peptide-binding inhibitors, primary screen, biochemical, fluorescence polarization, Cer-tagged CAL PDZ, HTS. Golgi-associated PDZ and coiled-coil motif-containing protein (Homo sapiens), Q9HD26. purified CAL PDZ, TMR-peptide fluorescence polarization, 1 h. inhibition, % at 20 µM. actives 0.02% (n = 330,000). AID 504414, 2011;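 active means highest replicate inhibition of at least 40%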;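 further: plate controls were DMSO neutral control wells for no effect and unlabeled competitor peptide control wells for full effect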
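Material: tagged CAL PDZ domain; buffer or medium: 25 mM sodium phosphate pH 7.4, 150 mM NaCl, TCEP, IgG, Thesit; compound dosing: single point, 20 µM; schedule: 1 h incubation at room temperature before polarization reading; measured by: FP readout, S and P plane fluorescence; read-out basis: percent inhibition from loss of millipolarization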
CAL PDZ FP-2: untagged CAL PDZ binding inhibitors, primary screen, biochemical, fluorescence polarization, HTS; Golgi-associated PDZ and coiled-coil motif-containing protein (Homo sapiens), Q9HD26; purified CAL PDZ, TMR-peptide fluorescence polarization, 1 h; inhibition, % at 24.9 µM; actives 0.92% (n = 300,000); AID 602252, 2012;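 active means mean inhibition of at least 30% with at least half of replicates also reaching 30%; inconclusive means no clear call, values can overlap the other calls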;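 further: 0% = DMSO neutral control and 100% = excess unlabeled competitor peptide PRC23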
PfHsp90 yeast 2: growth inhibition of PfHsp90-expressing yeast, primary screen, antimalarial PfHsp90 inhibitor project, S. cerevisiae, BacTiter-Glo luminescence, single point, set 2. AID 504621, 2011. BacTiter-Glo ATP, 48 h; yeast lacking PDR1 and PDR3 efflux regulators. actives 0.32% (n = 310,000). inhibition, % at 9.4 µM;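 active means every replicate shows inhibition above about 80%, whatever the replicate mean, limit read from the data; inconclusive means mean inhibition reaches the set limit but some replicate falls short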;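 further: 0% = DMSO neutral controls and 100% = 20 µM radicicol positive controls; yeast relying on Plasmodium falciparum Hsp90 in place of its own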
MITF act: activators of MITF-driven TRPM1 promoter reporter, primary screen, cell-based, SK-MEL-5, luciferase, single point. SK-MEL-5 TRPM1-promoter luciferase, 24 h; % of positive control, neutral wells = 0. activation, % at 12.5 µM. actives 0.75% (n = 300,000). AID 588334, 2011;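 active means mean activation of at least 80% with every replicate also reaching 80%; inconclusive means mean reaches 80% but some replicate falls short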;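 further: 0% = neutral control wells and 100% = parthenolide positive control wells; values of inactives mirror those of a sister screen read the other way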
dFosB activator: activators of delta FosB homodimer, primary screen, biochemical, fluorescence polarization, TAMRA-CDK5 oligo, single point. purified delta FosB; percent of positive-control signal above neutral wells. activation, % at 25 µM. Protein FosB (Mus musculus), P13346. actives 0.99% (n = 340,000);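 active means mean activation above about 17%, with every replicate also reaching it, limit read from the data, passing the limit was not always enough; inconclusive means only one of the two conditions met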;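 further: fluorescence polarization rise as delta FosB binds a TAMRA Cdk5 AP-1 oligo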
Target sequence (P13346 whole entry, looked up): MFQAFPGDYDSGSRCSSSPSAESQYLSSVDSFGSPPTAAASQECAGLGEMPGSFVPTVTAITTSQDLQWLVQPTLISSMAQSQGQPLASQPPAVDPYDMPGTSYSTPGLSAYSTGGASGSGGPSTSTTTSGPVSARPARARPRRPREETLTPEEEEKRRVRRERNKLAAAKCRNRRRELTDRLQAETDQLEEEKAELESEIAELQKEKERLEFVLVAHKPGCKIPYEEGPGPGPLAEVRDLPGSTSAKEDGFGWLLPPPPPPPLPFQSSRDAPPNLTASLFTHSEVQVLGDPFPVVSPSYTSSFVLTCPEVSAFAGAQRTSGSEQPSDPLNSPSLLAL
SR-BI DiI-HDL act: activators of SR-BI mediated DiI-HDL uptake, primary screen, ldlA[mSR-BI] CHO cells, DiI fluorescence | 3 h; 100 = double the neutral-control signal | activation, % at 12.5 µM | actives 0.096% (n = 320,000) | AID 504775, 2011;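 active means mean replicate activation of at least 60% and every replicate at or above 60%; inconclusive means mean or all-replicate condition met, but not both; inactive means mean below 60% and not all replicates reaching 60%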;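 further: 0% = median plate neutral-control signal and 100% = twice that signal; values of inactives mirror those of a sister screen read the other way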
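Material – SR-BI-overexpressing, LDLR-lacking CHO cells · Medium – BSA-supplemented, HEPES-buffered Ham's F12, pH 7.4 · Doses – single concentration · Times – compound with DiI-HDL co-incubation, 3 h at 37 °C · Measured by – bottom-read fluorescence, 550/595 nm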
Rtt109 HAT inh: inhibitors of C. albicans Rtt109/Vps75 HAT, primary screen, biochemical, ThioGlo CoA-SH fluorescence, plate reader | inhibition, % at 34.9 µM | actives 0.16% (n = 330,000) | Histone acetyltransferase RTT109 (Candida albicans (strain SC5314 / ATCC MYA-2876)), … | purified Rtt109/Vps75, 4 h;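 active means inhibition of at least 50% in every replicate; inconclusive means best replicate reaches 50% inhibition but some replicates fall short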
SR-BI HDL uptake: inhibitors of SR-BI mediated HDL lipid uptake, primary screen, ldlA[mSR-BI] cells, fluorescence, single point; Scavenger receptor class B member 1 (Mus musculus), Q61009; ldlA[mSR-BI] CHO cells, DiI-HDL uptake fluorescence, 3 h; AID 488896, 2010; inhibition, % at 12.5 µM; actives 0.96% (n = 320,000);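 active means mean replicate inhibition of at least 70% and a set share of replicates each scoring 70 or more; inconclusive means meets just one of the two criteria; inactive means fails both criteria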;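 further: 0% = median of neutral control wells and 100% = median of positive control wells; values of inactives mirror those of a sister screen read the other way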
Target sequence (Q61009 whole entry, looked up): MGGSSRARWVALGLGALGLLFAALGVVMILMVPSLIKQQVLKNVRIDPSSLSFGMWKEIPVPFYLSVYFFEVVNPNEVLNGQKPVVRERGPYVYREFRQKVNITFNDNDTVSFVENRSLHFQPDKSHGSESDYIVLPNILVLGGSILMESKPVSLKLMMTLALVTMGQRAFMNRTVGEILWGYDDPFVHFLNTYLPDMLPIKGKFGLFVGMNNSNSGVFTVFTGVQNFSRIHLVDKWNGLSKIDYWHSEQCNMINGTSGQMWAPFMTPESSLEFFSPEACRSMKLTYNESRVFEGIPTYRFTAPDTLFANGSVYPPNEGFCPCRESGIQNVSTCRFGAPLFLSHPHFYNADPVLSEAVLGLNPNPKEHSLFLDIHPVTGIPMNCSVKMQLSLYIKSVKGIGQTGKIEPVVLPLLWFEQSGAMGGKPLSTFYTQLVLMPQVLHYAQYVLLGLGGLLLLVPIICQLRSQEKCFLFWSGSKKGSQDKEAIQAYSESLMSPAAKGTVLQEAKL
PvdQ inh: P. aeruginosa PvdQ acylase inhibitors, primary screen, biochemical, fluorescence, plate reader and imaging, single point; PvdQ acylase [Pseudomonas aeruginosa LESB58]; purified PvdQ acylase; inhibition, % at 10 µM; actives 0.063% (n = 340,000); AID 488965, 2010; in the data active means inhibition above about 30%, passing the limit was not always enough; inconclusive means no clear call, values can overlap the other calls;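 further: 0% = vehicle neutral wells and 100% = reference inhibitor wells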
NSD2 HMT inh: NSD2 histone methyltransferase inhibitors, primary screen, biochemical, AlphaScreen, single concentration, set 2; NSD2 peptide methylation, 120 min; AID 743445, 2014; inhibition, % at 12.5 µM; actives 0.54% (n = 310,000); in the data active means inhibition above about 50%
* hit, by the source's call; ? = inconclusive; · = not tested or not shown. Rows were taken by chance (roughly 4.3% active in at least one column).

SMILES	CAL PDZ FP-1	CAL PDZ FP-2	PfHsp90 yeast 2	MITF act	dFosB activator	SR-BI DiI-HDL act	Rtt109 HAT inh	SR-BI HDL uptake	PvdQ inh	NSD2 HMT inh
COCCc1nnc(NC(=O)C(C)C)s1	0.0	-2	19	·	-2	4	0	-4	4	-3
N#C/C(=C1/CCCCCN1)c1nc2ccccc2s1	-1.9	-3	-22	1	-4	-33	3	33	-5	-1
N/C(Cc1ccc([N+](=O)[O-])cc1)=N\OC(=O)COc1ccc2ccccc2c1	-2.7	-5	·	3	-5	1	11	-1	5	2
CSc1nnc2c(n1)OC(c1cccn1C)N(C(C)=O)c1ccccc1-2 (stereo unspecified)	0.8	-1	16	-8	-2	18	0	-18	-8	1
COc1cccc(NC(=O)C(=O)NCCC2CCCCN2S(=O)(=O)c2ccccc2)c1 (stereo unspecified)	-2.2	0	-1	110*	-3	-15	9	15	-1	-3
COc1ccc(N(CC(=O)N2CCCCCC2)S(C)(=O)=O)cc1Cl	-0.6	-1	15	·	1	20	6	-20	-12	·
COc1ccc(C2/C=C\CN(S(=O)(=O)c3ccc4ccccc4c3)CC(=O)N2Cc2ccc(F)cc2)cc1 (stereo unspecified)	-0.6	-2	3	10	-3	-48	0	48	-11	·
COc1nc(-c2ccccc2)ccc1-c1noc(-c2ccccc2F)n1	0.3	-1	2	67	-3	32	1	-32	0	5
O=C(/C=C/c1ccc(Br)o1)OCc1ccccc1	-2.5	-1	8	0	1	1	-11	-1	-5	1
Cc1ccc(C)c(-n2sc3ccc(F)cc3c2=O)c1	-0.7	-2	-37	-3	6	7	12	-7	3	·
Cc1ccc([C@@H]2CC=C(C(=O)O)[C@H](c3ccccc3)N2S(=O)(=O)c2ccccc2C)cc1	-0.6	-1	-11	-7	-7	27	-2	-27	-4	·
COc1ccc(/C=N\NC(=O)c2ccccc2[N+](=O)[O-])cc1COc1c(F)c(F)c(F)c(F)c1F	-2.9	-3	-18	-3	1	·	8	-14	-6	1
CC(OC(=O)CNC(=O)c1ccccc1F)C(=O)Nc1nc(-c2ccccc2)cs1 (stereo unspecified)	-1.3	-4	-1	39	-13	-4	4	4	-3	-1
CCOC(=O)C(C)Sc1nc2c(cnn2-c2ccc(C)cc2)c(=O)[nH]1 (stereo unspecified)	-2.9	-11	-2	0	-7	-27	-4	27	0	0
CCCCN(C(=O)c1ccc2c(c1)OCO2)c1ccccc1	-1.6	-5	5	1	6	-39	3	39	-5	-1
c1ccc(C2=NC(c3ccccc3)N=C(c3ccccc3)N2)cc1	-0.8	-1	11	-1	-4	11	6	-11	8	0
CCOc1cc(S(=O)(=O)N2CCCC2)ccc1Cl	-2.3	-1	1	-6	-1	32	0	-32	-7	-3
Cc1ccc(C(=O)c2ccccc2C(=O)OCC(=O)Nc2ccc(SC(F)F)cc2)cc1	0.1	-3	-3	16	-12	-17	7	17	-7	-1
O=C(CN1CC[n+]2c(-c3cccs3)csc21)c1ccc(-c2ccccc2)cc1	20	-28	-10	-34	13	-77	-2	77*	-14	·
Cn1c(=O)c([N+](=O)[O-])c(N2CCSCC2)c2ccccc21	-0.9	·	3	-5	-2	-3	0	3	-8	1
CCC(C(=O)NC1CCCC1)N(C(=O)Cn1nnc(-c2ccc(OC)c(OC)c2)n1)C1CCCCC1 (stereo unspecified)	-1.3	1	6	3	-10	-50	5	50	2	2
CCOc1ccc(NC(=O)C2CCN(C(=O)NC3CCCCC3)CC2)cc1	-0.6	-1	-6	-3	-13	-19	-6	19	-9	2
COc1ccc(NC(=O)Nc2ccc3c(c2)N(C)C(=O)CS3)cc1Cl	-4.6	-5	-8	19	-7	-46	-15	46	-7	-4
Cn1cc(/C=C2\SC(=O)N(c3ccc(O)cc3)C2=O)c2ccccc21	-1.6	-1	-5	?	-14	-42	15	42	7	·
CC(C)CN(C(=O)CCNC(=O)c1ccc(Cl)cc1)c1c(N)n(CC(C)C)c(=O)[nH]c1=O	-2.2	-2	26	18	-3	17	0	-17	-3	2
O=C1c2ccccc2C(=O)c2c(NCc3cccnc3)cccc21	-0.6	-3	11	·	-10	-6	2	6	4	1
CC1(C)CC2CC(C)(CN2C(=O)c2cc(-c3ccc(F)cc3)on2)C1 (stereo unspecified)	-0.5	-6	-46	9	-14	-8	-1	8	-10	-1
COc1ccc(OCCC(=O)OCC(=O)Nc2cccc(S(=O)(=O)N3CCCCC3)c2)cc1	0.3	-10	-12	14	-3	12	-2	-12	-18	-3
Cn1c(SCC(=O)NC2CCCC2)nnc1-c1ccccn1	-1.3	2	24	-6	5	·	-1	-8	2	8
Cc1nc2ccc(NC(=O)c3ccc(F)c(S(=O)(=O)N4CCOCC4)c3)cc2s1	-1.8	·	36	-9	-12	-62	-8	62	-17	-2
CC(C)C[C@@H](CN(C)N=O)N(C[C@H](Cc1ccccc1)N(CCc1ccccc1)N=O)N=O	-0.8	-2	12	10	-18	-20	-2	20	-5	·
N#CC1(NC(=O)CSc2n[nH]c(-c3ccccc3)n2)CCCCC1	-3.2	0	·	-5	-4	18	9	-18	-5	-12
COc1ccc(-c2csc(Nc3ccccc3)[n+]2CC(O)c2ccc([N+](=O)[O-])cc2)cc1 (stereo unspecified)	0.2	-3	?	-5	-20	-10	-1	10	-6	7
COc1cccc(C(=O)OCC(=O)Nc2cc(C)on2)c1OC	-1.0	3	-4	1	-7	·	1	·	-10	-1
Cn1cccc1CNC1CCCC1	-2.7	2	-20	-6	-9	6	-1	-6	-14	3
CCOc1ccccc1N1Cc2cc(C)c(C)cc2C1	-1.4	·	-38	·	-6	-12	-7	12	-9	·
C/C(=N\NC(=O)COc1cc(C)cc(C)c1)c1cccc(NC(=O)C2CCC2)c1	-1.4	-2	10	-10	-9	-29	11	29	-16	-1
CCn1nc(C(=O)NNS(=O)(=O)c2ccc(C)cc2)c2ccccc2c1=O	1.1	-3	-8	1	2	24	-1	-24	6	-1
C/C(=N/Nc1nc(-c2ccc(Cl)cc2)cs1)c1cccs1	0.4	-2	1	31	-3	-79	10	79*	-4	5
C=CCn1c(SCC(=O)Nc2cccc(S(N)(=O)=O)c2)nnc1C1CCCCC1	-3.0	0	-8	5	-17	2	3	-2	-14	-1
COc1ccc(C(=O)COC(=O)Cn2cnc3ccccc3c2=O)c(OC)c1	-1.4	6	25	2	-7	-15	0	15	-9	0
CCOC(=O)/C(=C/c1ccccc1)NC(=O)c1ccco1	-1.0	-5	36	0	3	·	2	·	5	-1
O=C(COc1ccc(Cl)cc1)OCC(=O)c1ccc[nH]1	1.0	-6	-10	·	-6	-3	-19	3	-5	0
CC1(C)Cc2cccc(OCC(=O)NCCOc3ccccc3)c2O1	-0.6	·	-17	-10	-3	-5	2	5	3	-2
COc1ccc(O/C(=N\S(=O)(=O)c2ccccc2)c2ccccc2)cc1	-1.8	-1	-9	2	-2	25	34	-25	3	·

Single records, from the list above. Order of screens: CAL PDZ FP-1, CAL PDZ FP-2, PfHsp90 yeast 2, MITF act, dFosB activator, SR-BI DiI-HDL act, Rtt109 HAT inh, SR-BI HDL uptake, PvdQ inh, NSD2 HMT inh
Shown for `C/C(=N\NC(=O)COc1cc(C)cc(C)c1)c1cccc(NC(=O)C2CCC2)c1` : -1.4, -2, 10, -10, -9, -29, 11, 29, -16, -1
Shown for `N#CC1(NC(=O)CSc2n[nH]c(-c3ccccc3)n2)CCCCC1` : -3.2, 0, ·, -5, -4, 18, 9, -18, -5, -12

Further compounds
SMILES	CAL PDZ FP-1	CAL PDZ FP-2	PfHsp90 yeast 2	MITF act	dFosB activator	SR-BI DiI-HDL act	Rtt109 HAT inh	SR-BI HDL uptake	PvdQ inh	NSD2 HMT inh
Cc1ccc(CCC2C3=C(CCCC3=O)OC3=C2C(=O)CCC3)cc1	-0.6	-4	25	-13	3	-41	4	41	-7	2
Cc1cc(C)c(NC(=O)Cn2nnc(C(=O)NCCc3ccccc3)c2N)c(C)c1	-1.9	-1	-7	-3	1	19	-4	-19	-11	·
Cc1ccccc1C(N)=O	-0.4	-3	·	3	2	1	3	-1	2	·
CC(=N)C1=C(O)CC(C)(C)CC1=O	0.3	·	6	·	-2	29	6	-29	2	-2
Cc1ccccc1NC(=O)COC(=O)c1ccccc1SCC(=O)N1CCCC1	-0.4	·	30	-4	-2	·	0	-17	-7	0
Cc1cc(C)n2nc(C(F)(F)F)c(-c3ccccc3)c2n1	-17	3	2	-4	3	18	0	-18	-10	-4
CN1C(=O)CCC(CCC(=O)O)(c2ccccc2O)C1=O (stereo unspecified)	·	-2	-14	-10	-6	2	1	-2	-8	-2
O=C(C1Cc2ccccc2CN1S(=O)(=O)c1ccc(F)cc1)N1CCCCC1 (stereo unspecified)	-1.5	·	·	5	-5	-1	1	1	1	·
COC(=O)CCC(=O)NNC(=O)c1cccc(Cl)c1	-1.2	-1	-10	-5	0	37	0	-37	-4	-1
CN1CCN(c2ccccc2NC(=O)c2cccc(OCc3ccccc3)c2)CC1	-3.0	-4	-16	10	-16	-42	38	42	1	3
CC(C)C(NC(=O)c1ccc(C(C)(C)C)cc1)C(=O)NCCc1ccccn1 (stereo unspecified)	-0.3	-2	-24	0	-3	21	-4	-21	0	-2
CCOc1ccc(NC(=O)CC(c2ccccc2)c2ccc(F)cc2)cc1 (stereo unspecified)	-1.0	-3	-7	19	0	-19	-2	19	-6	-5
Cc1ccc(NC(=O)C(C)SCc2ccccc2)cc1 (stereo unspecified)	-1.3	-8	2	·	-13	-10	-4	10	1	-3
O=C(CCNS(=O)(=O)c1ccccc1)N1CCCCCC1	0.4	-5	12	12	1	38	-5	-38	-2	-3
CC(C)CC(=O)Nc1nc2ccc(S(C)(=O)=O)cc2s1	-3.3	-3	6	0	-4	8	·	-8	3	0
Cc1cc2nc(Sc3c([N+](=O)[O-])nc(C)n3Cc3ccccc3)[nH]c2cc1C	-2.7	-1	0	-4	4	-24	4	24	-17	·

Compound activity from PubChem BioAssay.
